Screening data from PubChem BioAssay.
TAG inh: reduces triacylglycerol accumulation in H9c2 cells; inhibition, % at 12.5 µM; AID 651582; 230,000 tested, 0.66% active; Nile Red lipid (TAG) fluorescence; cells loaded with 200 µM oleic acid;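 active = pattern-corrected inhibition of lipid staining of at least 50% with the nuclear-stain viability signal not falling by more than 50%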;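 note: 0% = DMSO wells and 100% = triacsin C control wells; some results filed as inactive read as strong as hits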
TAG inh DAPI viability: also measured in TAG inh; calls as there; DAPI nuclei signal change (viability), lower = more cytotoxic, %;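 whole-well DAPI fluorescence read on a plate reader as a viability signal; minus 50 percent equals half of cells still viable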
The depositor's hits bear a star. Some of the compounds tested; rates above refer to the full screens.

SMILES	TAG inh	TAG inh DAPI viability
CC(=O)c1cccc(NC(=O)N2CCCC2C(=O)NC2CCCCC2)c1 (stereo not given)	-2	5
CCOC(=O)c1cc2sc(C)cc2n1CCCN1C(=O)c2ccccc2C1=O	0	9
Cc1cc(=O)oc2cc(OCC(=O)Nc3c(C)n(C)n(-c4ccccc4)c3=O)c(Cl)cc12	10	-1
Cc1cc(O)c(C2=Nc3ccccc3SC(c3ccc(Cl)cc3)C2)c(=O)o1 (stereo not given)	9	3
CC(C)NC(=O)CCS(=O)(=O)c1cccc2nonc12	0	6
CCOc1ccc2c3c(c(=O)oc2c1OCC)CCCC3	-7	5
CCOC(=O)c1ccc2c(c1)N(CC(=O)N1CCCCC1)C(=O)C(C)(C)O2	-4	5
COC(=O)Cn1c2ccc(Cl)cc2c2nc(C)sc21	-6	4
COc1cc(C(=O)N2CCN(S(=O)(=O)c3ccc(C)cc3)CC2)ccc1OCC(=O)N1CCOCC1	-4	-4
O=C(CC(CC(=O)c1ccccc1)c1ccncc1)c1ccccc1	-8	-7
O=Cc1cn(CC(=O)N2CCCCCC2)c2ccccc12	-12	3
O=C(NCCc1ccccc1)c1ccc2c(c1)N(Cc1ccccc1)C(=O)CS2=O (stereo not given)	-4	-9
COc1cccc(/C=N/n2nnnc2N)c1O	4	0
CC(=O)Nc1cc2ccccc2oc1=O	-5	-4
O=C1c2ccccc2S(=O)(=O)c2cc(C(=O)N3CCC(O)CC3)ccc21	-1	-9
O=C(NCCC1=CCCCC1)c1cc(S(=O)(=O)N2CCOCC2)ccc1F	-8	3
COc1cc(NC(=O)Cn2c(C)cc3ccccc3c2=O)cc(OC)c1OC	9	5
CN1CCN(C(=O)c2cc3c(s2)-c2ccccc2S(=O)(=O)C3)CC1	-5	10
Cc1ccc(NC(=O)c2ccc(C(C)(C)C)cc2)cc1-n1cnnn1	9	-5
CC(C)(C)OC(=O)NCc1ccc(CNC(=O)c2nc[nH]c2C(=O)N2CCN(c3ccccc3)CC2)cc1	-9	-6
CCn1c(NCc2ccccn2)nc2ccccc21	-13	2
Oc1ccc(Cl)cc1CNc1ccccn1	-4	0
CCCc1nc2oc3cc(OC)ccc3c(=O)c2c(=O)n1Cc1ccco1	-5	-4
COc1ccc(Cl)cc1C(=O)NNC(=O)CN1C(=O)C2CC=CCC2C1=O (stereo not given)	4	0
NC(=O)c1ccc(SCC(=O)OCC(=O)NCc2cccs2)c([N+](=O)[O-])c1	-10	3
(more compounds)
SMILES	TAG inh	TAG inh DAPI viability
CCOC(=O)c1c(CN(CC)CC)oc2ccc(OC)cc12	-18	14
COc1ccc([N+](=O)[O-])cc1NC(=S)NC(NC(=O)C(c1ccccc1)c1ccccc1)C(Cl)(Cl)Cl (stereo not given)	18	-4
COc1ccc(C(O)c2ncc(-c3cccc(OC)c3)[nH]2)cc1 (stereo not given)	-14	5
CN(C)C(=O)c1ccc(NC(=O)COC(=O)C2CCN(S(=O)(=O)c3ccc4c(c3)OCCO4)CC2)cc1	6	-5
O=C(COc1ccccc1)N1CCN=C1SCc1cccc(F)c1	6	12
COC(=O)C1C/C(=N/NS(=O)(=O)c2ccc(C)cc2)CS1 (stereo not given)	-9	3
O=C(/C=C/c1ccc(NC(=O)c2ccccc2-c2ccccc2C(=O)O)cc1)c1ccccc1	6	4
O=C(CSc1nnc(CN2CCOCC2)n1-c1ccccc1)N1CCc2ccccc21	-6	-6
Cc1ccc(CSc2nnc(-c3ccco3)o2)cc1	0	-5
Cc1cc(C(=O)Nc2ccc(N3CCCCC3)cc2)no1	1	-5
CCn1c(N2CCN(S(=O)(=O)CC)CC2)nc2ccccc21	-12	-2
Cc1cc(C)n(-c2ccc(C(=O)N3CCN(S(=O)(=O)c4cccc(Br)c4)CC3)cc2)n1	-32	3
CCCCN1C(=O)C(CC(=O)NCCc2ccccn2)CC(C(=O)N(CC)CC)=C1C (stereo not given)	-4	1
CC(C)Cn1c(N)c(C(=O)COC(=O)c2cccc(Cl)c2)c(=O)n(C)c1=O	-8	0
COCc1c(C#N)c(NCc2cc(OC)c(OC)c(OC)c2)nc(C)c1[N+](=O)[O-]	2	-14
O=C(CN1CCC(NC(=O)c2cccc(F)c2)CC1)Nc1ccc(Br)cc1	-2	-3
Cc1ccc(C2(c3noc(CN4CCC(C(=O)N5CCOCC5)CC4)n3)CCCC2)cc1	2	-3
COc1ccc(OC)c(S(=O)(=O)NCC(=O)NC2CCCc3ccccc32)c1 (stereo not given)	7	-8
NS(=O)(=O)c1ccc(NCC2COc3ccccc3O2)c([N+](=O)[O-])c1 (stereo not given)	7	-6
COC(=O)c1cn(NC(=O)c2cccnc2)c(=O)c2ccccc12	-4	-2
COc1ccc(CC(=O)NCC2CCCN(Cc3ccc(SC)cc3)C2)cc1 (stereo not given)	-6	9
Cc1cccc(N(CC(=O)NC(C)(C)C)C(=O)CS(=O)CC(=O)Nc2ccc(F)cc2)c1 (stereo not given)	4	-15
CCn1c(CCl)nc2cc(S(=O)(=O)N3CCOCC3)ccc21	1	5
COc1cccc(C(NC(=O)c2ccccc2F)NC(=O)c2ccccc2F)c1	-11	-1
COc1cccc(-c2cnc(C(O)c3ccc(OC)c(F)c3)[nH]2)c1 (stereo not given)	-15	2
Carrying on:
SMILES	TAG inh	TAG inh DAPI viability
CCc1ccc(C(=O)C(C)OC(=O)c2nn(C)c(=O)c3ccccc23)cc1 (stereo not given)	-23	-4
O=C(N(c1ccccn1)c1ccccn1)C12CC3CC(CC(Cl)(C3)C1)C2	3	-7
Cc1ncsc1CCOC(=O)c1ccc([N+](=O)[O-])cc1	-6	1
COc1ccc(N(C(=O)c2cc3ccccc3oc2=O)C2C=CS(=O)(=O)C2)c(OC)c1 (stereo not given)	8	-1
COc1cc(/C=N/Nc2ncnc3sc4c(c23)CCC4)ccc1O	21	-3
Cc1ccc(S(=O)(=O)c2c(C(=O)c3ccccc3)cnc3cc4c(cc23)OCCO4)cc1	-1	-7
COc1ccc(CN2CCC(C(=O)N3CCN(c4ccccc4F)CC3)CC2)cc1OC	22	-11
CC(C)(C)C1CCC2(CC1)C(Nc1cccc(C(F)(F)F)c1)=NC(=S)N2CC#N (stereo not given)	46	-4
CCn1ccnc1CNC(=O)CC1C(=O)NCCN1CC(c1ccccc1)c1ccccc1 (stereo not given)	4	6
O=C(Cc1c[nH]c2ccccc12)NCc1ccncc1	14	-7
COC(=O)c1ccc(-c2nc(CN3CCC(C(=O)N4CCOCC4)CC3)c(C)o2)cc1	5	9
CC(=O)Nc1cc[n+](C(C)C(=O)c2ccc(Br)cc2)cc1 (stereo not given)	0	-4
N#CCCc1cccc(CCC#N)c1	-8	-5
O=C1Nc2ccccc2S/C1=C/c1cccs1	7	4
CCCN1CCN(C(=O)c2ccc(F)c(S(=O)(=O)N3CCOCC3)c2)CC1	11	-6
CC(=O)NCCc1nc2ccccc2n1Cc1ccc(C)cc1	3	6
Cc1cc(C)n(CC(=O)NC2CCCCC2C)c(=O)c1C#N (stereo not given)	7	2
Cc1ccccc1C(=O)NNS(=O)(=O)c1ccc(F)cc1	12	-11
O=C(/C=C/c1ccc([N+](=O)[O-])cc1)NCCN1C(=O)S/C(=C\c2ccc(F)cc2)C1=O	-12	0
CC(=O)Nc1cc(C(=O)NCCN2CCN(Cc3ccccc3)CC2)ccc1Sc1ccc(C)cc1	-6	12
O=CN1CCN(c2ncnc3c2nnn3Cc2c(F)cccc2Cl)CC1	-11	-4
COc1cc(NC(=O)CSc2nnc(NC(C)C)s2)cc(OC)c1OC	-28	0
COc1ccc(-c2cc(C(F)(F)F)nc(-n3cncn3)n2)cc1	15	2
Cc1ccc2c(c1)nnn2C1CCN(CC(=O)Nc2ccc(F)cc2)CC1	6	1
CC(C)(C)C(=O)COC(=O)c1cc2ccccc2cc1O	15	2
Remaining list, next part:
SMILES	TAG inh	TAG inh DAPI viability
Cc1ccc(CN2C(=O)C(Cc3ccccc3)Nc3ncnc(N4CCCCC4)c32)cc1 (stereo not given)	4	-3
CCN(CC(=O)NCc1ccc(Cl)cc1)C(=O)c1sccc1C	-37	9
CCN(CC)c1ccc(/C=N/NC(=O)C2CC2)cc1	9	-5
O=C1OC(Nc2ccc(Cl)cn2)c2ccccc21 (stereo not given)	-19	5
C[C@H]1CN([C@@H](C)CO)C(=O)c2cc(C#Cc3cccnc3)cnc2O[C@H]1CN(C)Cc1ccc(F)cc1	-3	-6
O=C(Nc1ccn(CCCNCC(c2ccccc2)c2ccccc2)c(=O)n1)OCc1ccccc1	21	8
COc1ccc(NCc2nnc(SCC(=O)c3ccc(OC)cc3)n2C)cc1	-6	9
CN(C(=O)c1ccc(OC2CCN(S(=O)(=O)N(C)C)CC2)cc1)C1CCCCC1	-2	11
Cc1occc1C(=O)N/N=C/c1ccc(-c2cccc([N+](=O)[O-])c2)o1	7	0
O=C(Nc1cc2c3c(c1)CC(=O)N3CCC2)c1ccccc1Br	10	-12
CCSc1c([N+](=O)[O-])c(=O)n(-c2ccccc2)c2ccccc12	-4	-5
Cc1ccc(C)c(NS(=O)(=O)c2ccc(NC(=O)c3ccco3)cc2)c1	7	-5
CC(=O)Nc1ccc(NC(=O)c2ccccc2F)cc1	5	-3
O=C(CC1C(=O)NCCN1Cc1cccc(C(F)(F)F)c1)NCCc1cnccn1 (stereo not given)	-14	9
O=C(Cc1ccc(S(=O)(=O)N2CCCC2)s1)N1CCN(c2ccc(F)cc2)CC1	-21	5
COc1cc(C(c2oc(CO)cc(=O)c2O)c2oc(CO)cc(=O)c2O)cc(OC)c1OC	4	5
Cc1c(O)cc2n(c1=O)-c1ccccc1C2(C)C	15	-12
O=C(OCC#CCSc1nnc(-c2cccc3ccccc23)o1)c1cccs1	0	8
CSc1ccc(C(=O)C2CCCN(C(=O)Cn3cnnn3)C2)cc1 (stereo not given)	1	9
COc1ccc(OCCCC(=O)OCC(=O)Nc2ccc(Cl)cn2)cc1	1	-6
Cc1nn(C)c(Cl)c1CN1CCC(Oc2ccc(C(=O)N3CCCC3)cc2)CC1	7	0
COc1cc(OC)c(OC)cc1/C=N/NC(=O)c1ccc(CSc2nc(C)cc(C)n2)cc1	1	-2
C[C@@H]1CN([C@@H](C)CO)C(=O)CCCn2cc(nn2)CO[C@H]1CN(C)C(=O)c1ccc2ccn(C)c2c1	-1	-13
O=C(CN1C(=O)C2CC=CCC2C1=O)NCC1COc2ccccc2O1 (stereo not given)	-3	0
CC(C)=CCN1CCN(Cc2nc(-c3ccc(F)cc3)cs2)CC1CCO (stereo not given)	-4	9

2 entries from above in another layout:
Fields – TAG inh	TAG inh DAPI viability
C[C@H]1CN([C@@H](C)CO)C(=O)c2cc(C#Cc3cccnc3)cnc2O[C@H]1CN(C)Cc1ccc(F)cc1
    -3	-6
O=C(Nc1ccn(CCCNCC(c2ccccc2)c2ccccc2)c(=O)n1)OCc1ccccc1
    21	8

Other compounds:
SMILES	TAG inh	TAG inh DAPI viability
O=C(NC1CC1)c1ccc(NC(=O)C2CCC2)cc1	-19	8
OCCC1CN(Cc2ccc3nsnc3c2)CCN1C1CCCCC1 (stereo not given)	3	5
CC(NC(=O)C1(C)CC1(Br)Br)C(C)(C)C (stereo not given)	12	-9
CC(Sc1nnc(C2CC2)n1C1CC1)C(=O)N(C)C1(C#N)CCCCC1 (stereo not given)	-10	4
Cc1cc(C)cc(N2C(=O)CC(Sc3ccccc3C(=O)O)C2=O)c1 (stereo not given)	1	1
Cc1ccc(CN2CCN(C/C=C/c3ccc(F)cc3)CC2CCO)o1 (stereo not given)	-8	1
CCOC(=O)c1ccc(S(=O)(=O)NCC(C)(C)N2CCOCC2)cc1	-8	-11
CNC(=O)CSc1cnc2ccccc2n1	1	3
CC(=O)Nc1ccc(NC(=O)/C(Cl)=C/c2ccccc2)cc1	7	0
O=C(c1ccc(N2CCNCC2)cc1)c1cccnc1	-10	17

A different layout for part of the listing above.
molecule,TAG inh,TAG inh DAPI viability
COC(=O)C1C/C(=N/NS(=O)(=O)c2ccc(C)cc2)CS1 (stereo not given),-9,3
O=C(/C=C/c1ccc(NC(=O)c2ccccc2-c2ccccc2C(=O)O)cc1)c1ccccc1,6,4
O=C(CSc1nnc(CN2CCOCC2)n1-c1ccccc1)N1CCc2ccccc21,-6,-6
Cc1ccc(CSc2nnc(-c3ccco3)o2)cc1,0,-5
Cc1cc(C(=O)Nc2ccc(N3CCCCC3)cc2)no1,1,-5
CCn1c(N2CCN(S(=O)(=O)CC)CC2)nc2ccccc21,-12,-2
Cc1cc(C)n(-c2ccc(C(=O)N3CCN(S(=O)(=O)c4cccc(Br)c4)CC3)cc2)n1,-32,3
CCCCN1C(=O)C(CC(=O)NCCc2ccccn2)CC(C(=O)N(CC)CC)=C1C (stereo not given),-4,1
CC(C)Cn1c(N)c(C(=O)COC(=O)c2cccc(Cl)c2)c(=O)n(C)c1=O,-8,0
COCc1c(C#N)c(NCc2cc(OC)c(OC)c(OC)c2)nc(C)c1[N+](=O)[O-],2,-14
O=C(CN1CCC(NC(=O)c2cccc(F)c2)CC1)Nc1ccc(Br)cc1,-2,-3
Cc1ccc(C2(c3noc(CN4CCC(C(=O)N5CCOCC5)CC4)n3)CCCC2)cc1,2,-3
COc1ccc(OC)c(S(=O)(=O)NCC(=O)NC2CCCc3ccccc32)c1 (stereo not given),7,-8
NS(=O)(=O)c1ccc(NCC2COc3ccccc3O2)c([N+](=O)[O-])c1 (stereo not given),7,-6
COC(=O)c1cn(NC(=O)c2cccnc2)c(=O)c2ccccc12,-4,-2
COc1ccc(CC(=O)NCC2CCCN(Cc3ccc(SC)cc3)C2)cc1 (stereo not given),-6,9
Cc1cccc(N(CC(=O)NC(C)(C)C)C(=O)CS(=O)CC(=O)Nc2ccc(F)cc2)c1 (stereo not given),4,-15
CCn1c(CCl)nc2cc(S(=O)(=O)N3CCOCC3)ccc21,1,5
COc1cccc(C(NC(=O)c2ccccc2F)NC(=O)c2ccccc2F)c1,-11,-1
COc1cccc(-c2cnc(C(O)c3ccc(OC)c(F)c3)[nH]2)c1 (stereo not given),-15,2
CCc1ccc(C(=O)C(C)OC(=O)c2nn(C)c(=O)c3ccccc23)cc1 (stereo not given),-23,-4
